# High-throughput results: PubChem, National Center for Advancing Translational Sciences (NCATS)
# EPAC2 antagonist: blocks human EPAC2 exchange factor; Q8WZA2; EPAC2 GEF exchange of Rap1B-BODIPY-GDP, fluorescence; Potency, µM (highest dose often 114 µM), inactives show top-dose activity, negative = inhibition, hits mostly inhibitors; 360,000 tested, 0.18% active; AID 720708; also: potency is read from the fitted curve at half-maximal effect; % is scaled to controls: 0 for no effect and ±100 for the full control effect; nearly all actives have a fitted effect of over 45% in size; many of its hits are not listed in these tables
# Target sequence (Q8WZA2 whole entry, looked up): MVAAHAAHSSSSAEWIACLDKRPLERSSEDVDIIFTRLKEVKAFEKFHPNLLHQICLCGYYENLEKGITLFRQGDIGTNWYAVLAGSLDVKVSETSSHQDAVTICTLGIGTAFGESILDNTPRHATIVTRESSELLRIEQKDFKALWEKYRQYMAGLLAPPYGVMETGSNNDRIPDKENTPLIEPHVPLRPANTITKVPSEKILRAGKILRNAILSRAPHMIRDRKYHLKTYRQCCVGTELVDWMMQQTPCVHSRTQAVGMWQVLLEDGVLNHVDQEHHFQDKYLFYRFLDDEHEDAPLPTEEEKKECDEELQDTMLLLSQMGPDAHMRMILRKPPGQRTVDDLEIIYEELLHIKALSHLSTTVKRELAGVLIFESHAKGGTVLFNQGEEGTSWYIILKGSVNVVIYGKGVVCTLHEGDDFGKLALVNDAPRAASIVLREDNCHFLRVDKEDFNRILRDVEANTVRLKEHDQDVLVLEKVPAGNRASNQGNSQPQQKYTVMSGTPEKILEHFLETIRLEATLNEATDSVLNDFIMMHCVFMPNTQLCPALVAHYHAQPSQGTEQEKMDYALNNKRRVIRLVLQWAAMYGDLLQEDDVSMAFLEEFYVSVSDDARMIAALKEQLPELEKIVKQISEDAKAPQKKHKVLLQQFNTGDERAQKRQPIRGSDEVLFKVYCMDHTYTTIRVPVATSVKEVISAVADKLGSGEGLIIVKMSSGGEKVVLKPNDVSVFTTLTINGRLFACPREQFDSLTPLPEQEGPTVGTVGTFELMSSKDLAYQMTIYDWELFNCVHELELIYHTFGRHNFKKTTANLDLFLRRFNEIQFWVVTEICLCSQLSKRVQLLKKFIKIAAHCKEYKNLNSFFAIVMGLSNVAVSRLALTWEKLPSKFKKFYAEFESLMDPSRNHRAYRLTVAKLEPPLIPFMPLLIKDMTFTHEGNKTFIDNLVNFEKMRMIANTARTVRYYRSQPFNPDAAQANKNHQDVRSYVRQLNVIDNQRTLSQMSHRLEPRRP
# Mm-Cpn inhibitor: blocks the Methanococcus maripaludis chaperonin Mm-Cpn; purified Mm-Cpn ATPase, ADP Transcreener TR-FRET; Potency, µM (titrated, usually from 76.9 µM), inactives show at the top dose activity, negative = inhibition, most hits filed as inhibitors; 330,000 tested, 0.031% active; AID 504842; also: potency is read from the fitted curve at half-maximal effect; % is scaled to controls: 0 for no effect and ±100 for the full control effect; nearly all actives have a fitted effect of over 80% in size
#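 Purified archaeal Mm-CPN (25nM final) preincubated 10 min at 37degC with compound, then 10uM ATP for 30 min at 37degC; ADP measured by HTRF Transcreener TR-FRET; buffer 30 mM TRIS pH 7.4, 100mM KCl, 5mM MgCl2, 1mM DTT.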
# WRN inhibitor: blocks human WRN helicase; Q14191; WRN helicase unwinding, fluorescent forked duplex, kinetic; Potency, µM (series often up to 114 µM), for the others: at the highest dose activity change, negative = inhibition, actives largely listed as inhibitors; 360,000 tested, 0.46% active; also: potency is read from the fitted curve at half-maximal effect; % is scaled to controls: 0 for no effect and ±100 for the full control effect; nearly all actives have a fitted effect of over 55% in size
#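 Kinetic fluorescence helicase assay: unwinding of a quenched forked DNA duplex (100 nM final) with 2 mM ATP final raises red fluorescence (525/598 nm). Compounds sat 15 min at room temperature with 20 nM WRN beforehand.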
# EPAC1 antagonist: blocks human EPAC1 exchange factor. O95398. EPAC1 GEF assay, Rap1b-BODIPY-GDP exchange fluorescence. Potency, µM (doses to about 115 µM), for the others: top-dose activity change, negative = inhibition, usual class: inhibitors. 360,000 tested, 0.14% active;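 also: potency is read from the fitted curve at half-maximal effect; plate controls were vehicle for no effect and positive control for full effect; nearly all actives have a fitted effect of over 50% in size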
# CCT modulator: modulators of cytosolic chaperonin (CCT/TRiC) activity. purified chaperonin ATPase assay, HTRF ADP detection, 30 min. activity change, % (no concentration beside the values), hits read low. 360,000 tested, 0.3% active. AID 651819; in the data active = activity change below about -30%; also: % is scaled to controls: 0 for no effect and ±100 for the full control effect
#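 First, chaperonin was dispensed at 40 nM or 20 nM final depending on batch activity. Next, compounds were pinned at 76 uM and ATP added at 10 uM. After 30 min at 37 °C, ADP detection reagents ran 30 min at ambient temperature.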
# PI5P4Ka inh: blocks human PI5P4K alpha kinase activity; PI5P4Kalpha enzyme, ADP-Glo luminescence, 60 min; stronger effect = lower value; 330,000 tested, 1.2% active; max response, %; active = max response of -50% or lower; inconclusive = between -30% and -50%; inactive = -30% or higher; also: value at the top dose of about 77 µM; % is scaled to controls: 0 for no effect and ±100 for the full control effect
#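 Luminescence from ADP-Glo served as readout of PI5P4Kalpha activity in a qHTS format. Reaction: enzyme, substrate, compound, ATP at 5 microM final, 60 min at RT.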
# PLK1 PBD block: PLK1 (human) polo-box domain binding inhibition; Plk1 PBD binding of FITC phosphopeptide, fluorescence polarization; Potency, µM, without a hit: max response, negative = inhibition, usual class: inhibitors; 360,000 tested, 2.8% active; AID 720504; also: potency is read from the fitted curve at half-maximal effect; series mostly up to about 57 µM; % is scaled to controls: 0 for no effect and ±100 for the full control effect; nearly all actives have a fitted effect of over 65% in size
# EPAC1 agonist: EPAC1 (human) agonism; O95398; EPAC1 agonist qHTS, biochemical assay; response scale: 100% = response to 6.5 mM cAMP; Potency, µM (series often up to 154 µM), without a hit: top-dose activation, hits mostly activators; 360,000 tested, 0.073% active; also: potency is read from the fitted curve at half-maximal effect; nearly all actives have a fitted effect of over 60% in size
#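 Multi-concentration qHTS readout: loss of Rap1B-bound BODIPY-GDP fluorescence driven by 100 nM EPAC1 with excess GDP (50 uM), monitored kinetically at room temperature; agonist response expressed relative to 6.5 mM cAMP.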
# Active calls of the source: *; ? = inconclusive; . = no result given; [ ] = another dose, or the depositor's remark. Unless noted, calls follow the shape of the dose curve; as a rule, active = well fitted curve in the direction sought with a large enough effect; inconclusive = small, poorly fitted or top-dose-only effect, or another doubt; inactive = no such curve, though single readings can be large; an effect the other way counts as inactive or inconclusive. An excerpt; rates above refer to the full screens.
SMILES,EPAC2 antagonist,Mm-Cpn inhibitor,WRN inhibitor,EPAC1 antagonist,CCT modulator,PI5P4Ka inh,PLK1 PBD block,EPAC1 agonist
COc1ccc(CN(C)C(=O)CNC(=O)CNC(=O)c2ccc(Cl)cc2Cl)cc1F,3.0%,-0.5%,5.8%,5.9%,-0.7,4.5,-3.4%,6.3%
Cc1cc(C(=O)N/N=C\c2ccc(COc3ccc([N+](=O)[O-])cc3)o2)ccc1[N+](=O)[O-],11.8%,1.0%,8.3%,9.2%,0.7,-2.0,-9.5%,-6.1%
Cn1c(=O)[nH]c(=O)c2c1nc(NCCCO)n2CCCc1ccccc1,3.4%,3.6%,-6.1%,3.8%,-2.3,.,-2.2%,-6.3%
O=C(CN1C(=O)c2cccnc2Oc2ccc(Cl)cc21)N1CCCC1,-8.5%,-0.6%,3.7%,-24.2%,-1.1,-4.3,-11.1%,-1.9%
CC(C)(C)c1ccc(/C=N/Nc2cccc(C(=O)O)c2)cc1,-0.8%,-12.3%,-5.2%,-16.3%,-1.1,-1.7,?,0.2%
COc1ccccc1-n1cc(-c2ccc(C)cc2)[nH]c1=S,6.2%,-0.4%,3.3%,-7.5%,-29.5,-13.1,-5.6%,-14.5%
O=C1CCc2cc(S(=O)(=O)NCCc3ccccc3)cc3c2N1CC3,-1.9%,-3.2%,-4.1%,7.8%,-0.8,-2.9,-1.3%,-2.1%
CCOc1ccc(NC(C)C(=O)N/N=C/c2cccs2)cc1 (centres undefined),-2.1%,-7.3%,-4.5%,3.3%,0.6,-7.7,-7.3%,3.1%
N#Cc1ccsc1NC(=O)CCc1ccccc1,-2.9%,-0.4%,-3.4%,-8.8%,-2.6,5.9,-9.9%,5.2%
COCc1cc(S(=O)c2ccc(Cl)cc2)nc(C)n1 (centres undefined),-10.8%,-2.0%,20.3%,-2.2%,-2.6,-11.7,5.32µM*,-3.3%

# Continued, starting with the last 2 of the part before.
SMILES,EPAC2 antagonist,Mm-Cpn inhibitor,WRN inhibitor,EPAC1 antagonist,CCT modulator,PI5P4Ka inh,PLK1 PBD block,EPAC1 agonist
N#Cc1ccsc1NC(=O)CCc1ccccc1,-2.9%,-0.4%,-3.4%,-8.8%,-2.6,5.9,-9.9%,5.2%
COCc1cc(S(=O)c2ccc(Cl)cc2)nc(C)n1 (centres undefined),-10.8%,-2.0%,20.3%,-2.2%,-2.6,-11.7,5.32µM*,-3.3%
CC1=C(C(N)=O)C(c2ccccc2[N+](=O)[O-])n2ncnc2N1 (centres undefined),1.3%,3.9%,-1.6%,6.9%,-18.9,-3.8,8.44µM*,2.6%
COc1ccc(C(=O)Sc2ccc(Cl)cc2)cc1OC,0.0%,-1.7%,-20.4%,-5.9%,-3.6,0.9,-13.4%,-19.3%
Cc1cc(S(=O)(=O)N(Cc2ccc(C(C)C)cc2)CC2CCCO2)ccc1-n1cnnn1 (centres undefined),-20.7%,-0.6%,-23.2%,-17.3%,-1.8,.,1.2%,20.9%
CCOc1ccccc1OCCCC(=O)NC1=NCCS1,-13.5%,2.0%,-2.0%,-16.3%,-4.0,1.2,-5.2%,1.7%
COc1ccc(O)c(C(=O)c2cnc3c(c2)c(C)nn3CCO)c1,0.0%,1.5%,-1.0%,-12.3%,-1.5,-3.3,-19.1%,3.4%
Cc1cc(=O)nc2c3ccccc3n(CC(=O)NC(C)c3ccc4c(c3)OCCO4)n12 (centres undefined),9.1%,1.0%,-6.8%,9.8%,0.4,-2.2,-2.1%,-2.6%
CC1(Cc2ccc(OC(F)(F)F)cc2)C(=O)Nc2ccc(S(=O)(=O)NC3CCCCC3)cc21 (centres undefined),-16.0%,.,-9.6%,-19.6%,-1.6,-3.4,2.7%,-26.3%
O=C(c1ccc(Cl)cc1)C1CCCN(C(=O)/C=C/c2ccccn2)C1 (centres undefined),-1.8%,?,-2.5%,-2.5%,-1.8,3.4,-4.1%,4.6%
CCC(=O)c1ccc(OCC(=O)c2ccc3c(c2)NC(=O)CO3)cc1,3.3%,?,10.1%,20.9%,-1.4,-0.3,?,-11.2%
COC(=O)c1c(N)c(C#N)c(C)n1-c1ccccc1,8.3%,1.6%,5.8%,6.0%,-2.5,-7.9,-1.6%,-2.8%
Cc1ccccc1OCC(=O)OCC(=O)Nc1ccc(Cl)cn1,-1.3%,2.2%,-4.7%,-7.8%,-1.2,-2.0,-11.9%,2.0%
Cc1cc2nc(C(C)(C)C)c(Cc3ccsc3)n2c(C)c1Br,0.2%,.,-5.0%,-8.8%,1.9,1.0,4.4%,-7.2%
CCN1CCN(c2nc3sc4c(c3c3ncnn23)CC(C)CC4)CC1 (centres undefined),-1.5%,-1.0%,-20.9%,-14.9%,-0.8,2.4,-11.3%,15.4%
NS(=O)(=O)c1ccc(-c2ccc(/C=N/NC(=O)c3ccc([N+](=O)[O-])cc3)o2)cc1,-1.0%,-0.1%,-4.5%,1.5%,-1.0,0.4,-1.1%,-13.6%
Cc1ccc(-c2nc(P(=O)(c3ccccc3)c3ccccc3)c(N3CCOCC3)o2)cc1,?,0.7%,-5.6%,-0.1%,-2.7,1.0,1.6%,4.0%
COCCCNC(=O)Cn1c(=O)n(Cc2ccc(F)cc2)c(=O)c2sccc21,-2.9%,-1.8%,-31.6%,-3.7%,-3.4,8.7,-5.0%,5.8%
CN1CCC(=NNC(=O)c2ccco2)CC1,16.1%,-17.9%,3.8%,-0.8%,0.2,0.5,-4.4%,-4.0%
O=C(CCc1ccccc1)NNC(=S)NCc1ccc(Cl)cc1,0.4%,-1.1%,9.1%,13.9%,-1.4,-0.7,-0.9%,0.2%
COc1ccc2c(c1)nc(CN1CCN(CCO)CC1)n2C,1.4%,0.5%,1.4%,8.5%,0.2,4.8,-6.2%,22.9%
CCOc1ccc(C(C(=O)NC2CCCC2)N(CCCO)C(=O)c2ccc(-c3ccccc3)[nH]2)cc1 (centres undefined),8.5%,-0.7%,-0.6%,-9.1%,-0.4,-1.9,-9.9%,-3.4%
CSCc1ccc(C(=O)Nc2cc(C)cc(C)c2)cc1,11.7%,-2.9%,-10.5%,-13.6%,-2.0,16.8,5.0%,-2.2%
CCc1ccccc1NC(=O)NNC(=O)CCc1ccc(OC)cc1,-2.5%,2.5%,0.2%,7.5%,-0.8,0.3,-5.7%,-0.9%
C[C@H]1CN([C@@H](C)CO)S(=O)(=O)c2ccc(C#CC3CC3)cc2O[C@H]1CN(C)C(=O)c1cccnc1,-2.2%,.,4.9%,9.7%,-0.2,-4.8,1.6%,-1.3%
CSc1nc2sc3c(c2c(=O)n1CC(C)C)CC(C)(C)OC3,-7.5%,-0.2%,2.2%,-4.1%,-3.5,1.8,-5.6%,8.0%
CC(C)(C)[C@@H]1COC(=O)[C@H](Cc2ccc(F)cc2)C/C=C\C[C@@H](CC(=O)NCCO)C(=O)N1,3.6%,0.4%,3.7%,-11.7%,-1.2,-2.1,5.1%,-3.5%
Nc1ncnc2c1ncn2[C@@H]1O[C@H](C(=O)N[C@@H](CO)c2ccccc2)[C@@H](O)[C@H]1O,-5.1%,.,-5.5%,-0.8%,0.8,3.9,4.2%,2.0%
CCCCCNC(=O)c1ccc2c(=O)n(CC3CCCO3)c(=S)[nH]c2c1 (centres undefined),-2.4%,1.6%,-4.8%,-4.1%,-0.4,0.7,-7.2%,-0.7%
CCCCS(=O)(=O)N1CCC(C(=O)Oc2ccccc2OC)CC1,-8.5%,1.1%,-5.8%,-8.6%,0.7,-1.8,1.4%,-4.2%
CC(Oc1cccc(Cl)c1)C(=O)Nc1ccc(N2CCOCC2)cc1N1CCOCC1 (centres undefined),-7.7%,2.1%,-3.4%,-4.4%,0.5,-2.7,4.4%,1.0%
CCOC(=O)Nc1sc(C(=O)N(C)C)c(C)c1C(=O)OCC,4.8%,-1.2%,2.4%,13.1%,-4.1,9.9,-6.4%,2.8%

# The list goes on; the last five above are carried over.
SMILES,EPAC2 antagonist,Mm-Cpn inhibitor,WRN inhibitor,EPAC1 antagonist,CCT modulator,PI5P4Ka inh,PLK1 PBD block,EPAC1 agonist
Nc1ncnc2c1ncn2[C@@H]1O[C@H](C(=O)N[C@@H](CO)c2ccccc2)[C@@H](O)[C@H]1O,-5.1%,.,-5.5%,-0.8%,0.8,3.9,4.2%,2.0%
CCCCCNC(=O)c1ccc2c(=O)n(CC3CCCO3)c(=S)[nH]c2c1 (centres undefined),-2.4%,1.6%,-4.8%,-4.1%,-0.4,0.7,-7.2%,-0.7%
CCCCS(=O)(=O)N1CCC(C(=O)Oc2ccccc2OC)CC1,-8.5%,1.1%,-5.8%,-8.6%,0.7,-1.8,1.4%,-4.2%
CC(Oc1cccc(Cl)c1)C(=O)Nc1ccc(N2CCOCC2)cc1N1CCOCC1 (centres undefined),-7.7%,2.1%,-3.4%,-4.4%,0.5,-2.7,4.4%,1.0%
CCOC(=O)Nc1sc(C(=O)N(C)C)c(C)c1C(=O)OCC,4.8%,-1.2%,2.4%,13.1%,-4.1,9.9,-6.4%,2.8%
CCSc1nnc(NC(=O)CN2C(=O)C3CC=CCC3C2=O)s1 (centres undefined),6.8%,0.8%,-2.2%,-17.3%,-2.0,-2.0,-4.6%,4.4%
O=C(Nc1ccccc1N1CCN(C(=O)c2ccc(Cl)cc2)CC1)c1cccc(F)c1,-4.7%,0.2%,2.1%,-24.9%,-1.1,1.7,-18.0%,5.6%
Cc1cc(C(=O)N(C)CC(=O)Nc2ccc(F)c(F)c2F)no1,-0.3%,-5.0%,-0.2%,-11.3%,0.6,-4.1,0.1%,11.8%
CN(C)C1=NC[C@H](Cc2ccccc2)N1CCc1ccc(F)cc1,10.9%,-3.0%,-2.6%,10.3%,0.6,-4.0,0.0%,0.9%
COC(=O)c1cc(Br)c(=O)n(-c2nccs2)c1,-7.6%[57.1 µM],-18.1%,-2.2%,16.2%,-13.3,-22.2,-21.4%,9.5%
CC1CCN(c2ncccc2C(=O)O)CC1,5.9%,-3.1%,2.8%,2.5%,-1.3,.,-1.9%,-1.4%
O=C(NCCCO)C(=O)NCC1OCCCN1S(=O)(=O)c1cccs1 (centres undefined),20.4%,0.2%,-4.6%,7.5%,-1.0,3.6,1.2%,-2.8%
O=C(Nc1nn[nH]n1)c1cccc([N+](=O)[O-])c1,7.3%,0.5%,2.0%,-2.8%,-1.3,-3.6,-4.5%,-0.1%
Cc1ccc2cc(C(c3nnnn3C3CCCC3)N(Cc3ccco3)Cc3cccs3)c(=O)[nH]c2c1 (centres undefined),1.5%,-8.5%,-7.7%,-8.7%,-3.8,-4.0,-9.9%,13.6%
